# Source: PubChem BioAssay
# KDM5B inh – blocks human KDM5B histone demethylase activity | 220,000 tested, 2.6% active | KDM5B demethylase, FDH-coupled NADH fluorescence (FDH is formaldehyde dehydrogenase) | AID 1347165 | Potency, µM (top dose mostly 57.7 µM), without a hit: at the highest dose activity change, negative = inhibition, usual class: inhibitors | Q9UGL1; active = well fitted inhibition curve with a large enough effect; inconclusive = small, poorly fitted or top-dose-only effect; inactive = no such curve, though single readings can be large or run the other way; note: 0% is about no effect; nearly all actives have a fitted effect of over 70% in size
# Target sequence (Q9UGL1 whole entry, looked up): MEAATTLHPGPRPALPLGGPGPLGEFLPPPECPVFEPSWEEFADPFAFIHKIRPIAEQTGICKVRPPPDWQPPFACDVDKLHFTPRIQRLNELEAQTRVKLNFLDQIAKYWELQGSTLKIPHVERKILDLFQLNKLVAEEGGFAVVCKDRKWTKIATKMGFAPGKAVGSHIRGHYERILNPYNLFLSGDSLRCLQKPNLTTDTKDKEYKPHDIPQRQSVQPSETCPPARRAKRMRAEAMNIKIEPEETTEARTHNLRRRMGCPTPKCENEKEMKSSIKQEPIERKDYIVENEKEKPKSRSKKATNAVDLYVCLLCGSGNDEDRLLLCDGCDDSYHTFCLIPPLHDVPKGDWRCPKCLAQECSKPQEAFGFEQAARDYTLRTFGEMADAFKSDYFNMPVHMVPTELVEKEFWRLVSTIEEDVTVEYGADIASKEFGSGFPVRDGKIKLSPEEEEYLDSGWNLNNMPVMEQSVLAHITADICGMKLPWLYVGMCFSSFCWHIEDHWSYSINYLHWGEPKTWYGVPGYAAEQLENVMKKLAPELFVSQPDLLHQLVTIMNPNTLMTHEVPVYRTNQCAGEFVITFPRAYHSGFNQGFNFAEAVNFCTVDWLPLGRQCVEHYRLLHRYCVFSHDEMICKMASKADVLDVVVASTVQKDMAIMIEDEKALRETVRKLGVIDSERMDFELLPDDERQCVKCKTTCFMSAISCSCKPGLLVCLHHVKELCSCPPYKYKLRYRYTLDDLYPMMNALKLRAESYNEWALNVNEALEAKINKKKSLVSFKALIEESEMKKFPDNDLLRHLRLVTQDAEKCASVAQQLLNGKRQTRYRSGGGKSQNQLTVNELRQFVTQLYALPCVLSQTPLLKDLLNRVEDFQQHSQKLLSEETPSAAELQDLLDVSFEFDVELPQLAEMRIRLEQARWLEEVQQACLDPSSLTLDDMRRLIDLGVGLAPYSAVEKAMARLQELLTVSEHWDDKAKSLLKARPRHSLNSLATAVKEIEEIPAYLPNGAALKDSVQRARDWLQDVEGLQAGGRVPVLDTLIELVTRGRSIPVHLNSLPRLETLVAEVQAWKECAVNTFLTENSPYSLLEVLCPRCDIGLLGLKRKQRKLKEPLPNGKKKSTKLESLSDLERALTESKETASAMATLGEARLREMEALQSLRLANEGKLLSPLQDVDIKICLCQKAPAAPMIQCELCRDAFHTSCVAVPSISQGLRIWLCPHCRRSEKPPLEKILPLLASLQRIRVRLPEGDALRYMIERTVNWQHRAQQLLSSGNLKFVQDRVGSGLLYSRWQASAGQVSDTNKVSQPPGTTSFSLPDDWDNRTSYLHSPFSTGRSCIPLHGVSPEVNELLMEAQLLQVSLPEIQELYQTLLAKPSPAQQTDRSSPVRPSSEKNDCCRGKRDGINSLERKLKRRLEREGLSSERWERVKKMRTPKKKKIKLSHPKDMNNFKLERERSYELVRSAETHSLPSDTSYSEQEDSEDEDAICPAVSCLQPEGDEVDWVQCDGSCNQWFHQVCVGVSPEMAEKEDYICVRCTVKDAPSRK
#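 Compound dilutions met 200 nM (final) KDM5BΔAP for 10 min at room temperature before substrate addition. The substrate mix held 12.5 µM H3K4me3 with cofactors 25 µM α-ketoglutarate and 50 µM Fe²⁺. NADH signal gain over 30 min defined activity.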
# Numbers without * were called inactive; ? = inconclusive; [ ] = another dose, or the depositor's remark. Potency is the fitted concentration of half-maximal effect. A portion of the library; rates above refer to the full screens.
SMILES,KDM5B inh
CCOC(=O)c1c(NC(=O)CS(=O)(=O)c2ccc(Cl)cc2)sc2c1CCCC2,2%
Cc1cc(=O)oc2ccc(OCC(=O)Nc3ccc4c(c3)OCCO4)cc12,?
O=C1NC(=NC2CCCC2)C2(CCN([S+](=O)([O-])c3cccc(C(F)(F)F)c3)C2)N1c1cccnc1 (stereo unspecified),-15%
COc1ccc(-c2noc(-c3nnn4c3COC(c3ccc(OC)cc3)C4)n2)cc1 (stereo unspecified),-11%
Cn1cc(C(=O)O)c(-c2ccc3c(c2)OCCCO3)n1,-27%
CCOC(=O)C1(C)C=C(Nc2ccc(C(N)=O)cc2)C(=O)N1c1ccccc1 (stereo unspecified),-10%
COCCN[C@H]1[C@@H]2OC[C@@H](O2)[C@@H](NC(=O)Nc2cccc(C#N)c2)[C@@H]1O,-23%[86.2 µM]
O=C(CNS(=O)(=O)c1cccs1)N1CCN(c2ccccc2Cl)CC1,3%
Oc1ccc(Cl)cc1C=NCc1cccc(C(F)(F)F)c1,8%
COc1ccc2c(C)c(CC(=O)N3CCCCC3)c(=O)oc2c1C,157%[activator]
Oc1ccccc1CN1C[C@H](O)C[C@H]1c1nc(-c2ccc3c(c2)OCO3)no1,-12%[86.2 µM]
Cc1ccc(C(C)C)c(OCC(O)CN(C)Cc2ccccc2)c1 (stereo unspecified),14%
CCC(=O)N1c2ccc(S(=O)(=O)CCC(=O)Nc3ccc(OC)cc3OC)cc2CC1C (stereo unspecified),-9%
COc1cc(C2c3c(oc4cc(C)c(C)cc4c3=O)C(=O)N2CCCN2CCOCC2)ccc1O (stereo unspecified),?
CNC(=O)[C@@H]1CN(C(=O)c2cc(F)ccc2F)C[C@H]1COC,-6%
COc1ccc(CCNC(=O)Nc2cccc(CN3CCOC3=O)c2)cc1,13%
O=C(CC(=O)c1cccc(Cl)c1)c1cccc(Cl)c1,16%
COCCN1C(=O)CC[C@]2(C(=O)N(C)CCc3ccncc3)CCCC[C@@H]12,-4%
CC(C)c1ccc(NC(=O)c2ccc(F)c(S(=O)(=O)N3CCCCCC3)c2)cc1,20%
Cc1ccc(Cn2ccnc2SCC(=O)Nc2ccc3c(c2)OCO3)cc1,-3%
c1coc(CNCc2cccc3ccccc23)c1,?
COCCn1c(=O)c2sccc2n(CC(=O)NC2CCCCC2)c1=O,-5%
O=C(c1cccnc1)N1CCC(OC2CCN(c3ccccc3)CC2)CC1,13%
Fc1ccc(C2CCCN2Cc2nc(CC3CC3)no2)cc1 (stereo unspecified),0%
CCc1cccc(NC(=O)c2cn3c4c(ccc(Cl)c4c2=O)OC(C)C3)c1 (stereo unspecified),-27%

# The last 2 compounds of the section above lead into the next:
SMILES,KDM5B inh
Fc1ccc(C2CCCN2Cc2nc(CC3CC3)no2)cc1 (stereo unspecified),0%
CCc1cccc(NC(=O)c2cn3c4c(ccc(Cl)c4c2=O)OC(C)C3)c1 (stereo unspecified),-27%
CC(=O)N(C)CCc1noc(C2CN(C(=O)COc3ccccc3)C2)n1,43%[activator]
COc1cccc(C(=O)c2c(N)c(-c3nc(-c4ccccc4)cs3)c3ccccn23)c1,4%
Cc1cc(C(=O)NCCC(C)C)c2ccccc2n1,16%
CCCCCOc1ccc(C(=O)Nc2ccc(-c3ccccc3)cc2)cc1,9%
CCOCCCNC(=O)CS(=O)Cc1nc(-c2cccc(C)c2)oc1C (stereo unspecified),-1%
CC(C)c1ccc(C(O)Cn2ccn3nc(-c4ccc(F)cc4)cc3c2=O)cc1 (stereo unspecified),25µM*
COc1ccc(N2Cc3c(NCCc4ccccn4)ncnc3N(C)CC2=O)cc1,-27%
CCCCNC(=O)N1CC(C(=O)NCc2ccco2)CC(c2ccc(OC)c(OC)c2)C1 (stereo unspecified),-11%
Cc1ccc(CNC(=O)N2CCC(c3noc(-c4ccccc4)n3)C2)cc1 (stereo unspecified),14%
OCCC1CN(Cc2c(F)ccc(F)c2F)CCN1C1CCCC1 (stereo unspecified),-9%
O=C([C@H]1C[C@H](Oc2cccnc2)CN1C(=O)Cc1ccccc1)N1CCOCC1,-25%
COc1ccccc1N1CCN(C(=O)CCNS(=O)(=O)c2ccc3[nH]c(=O)ccc3c2)CC1,3%
COc1ccc(C(=O)c2cn(CC(=O)Nc3cc(C)ccc3C)c3nc(C)ccc3c2=O)cc1,11%
O=C(c1ccco1)N1CC(F)(F)C[C@H]1c1nc(-c2ncccn2)no1,15%
NC(=O)CN1CCCC(c2nc(-c3cn4ccccc4n3)no2)C1 (stereo unspecified),-3%
CCOc1ccc(NC(=O)CCSc2nc(-c3ccc4c(c3)OCO4)cc(C(F)(F)F)n2)cc1,-24%
CCOC(=O)C1(Cc2ccccc2C(F)(F)F)CCN(C(C)Cc2cccc(C)n2)CC1 (stereo unspecified),-16%
O=C1NCCCCCCN[C@H]2C[C@H](c3nc(Cc4ccccc4)no3)C[C@@H]12,-7%
O=C(CCC(=O)N1CC2CCCN2c2ccccc21)NCc1ccccc1 (stereo unspecified),?
O=C(COc1ccc([N+](=O)[O-])cc1)Nc1ccc2oc(-c3ccccc3Br)nc2c1,13%
COc1ccc(C(=O)Nc2ccccc2-c2nc(-c3ccc(OC)cc3)no2)cc1,-19%
COc1cccc(NC(=O)Cn2c(C)cc3nc4n(c(=O)c32)CCCC4)c1,16%
CCOC(=O)COc1ccc2c(=O)c(-c3ccc(Br)cc3)c(C(F)(F)F)oc2c1,19%
O=S(=O)(NCCc1csc2nc(-c3ccccc3)nn12)c1ccc(Oc2ccccc2)cc1,-9%
CCc1nnc(NC(=O)CCc2c[nH]c3ccccc23)s1,1%

# Brought forward from above: 7 entries, followed by the next part.
SMILES,KDM5B inh
O=C(CCC(=O)N1CC2CCCN2c2ccccc21)NCc1ccccc1 (stereo unspecified),?
O=C(COc1ccc([N+](=O)[O-])cc1)Nc1ccc2oc(-c3ccccc3Br)nc2c1,13%
COc1ccc(C(=O)Nc2ccccc2-c2nc(-c3ccc(OC)cc3)no2)cc1,-19%
COc1cccc(NC(=O)Cn2c(C)cc3nc4n(c(=O)c32)CCCC4)c1,16%
CCOC(=O)COc1ccc2c(=O)c(-c3ccc(Br)cc3)c(C(F)(F)F)oc2c1,19%
O=S(=O)(NCCc1csc2nc(-c3ccccc3)nn12)c1ccc(Oc2ccccc2)cc1,-9%
CCc1nnc(NC(=O)CCc2c[nH]c3ccccc23)s1,1%
Cc1ccc(S(=O)(=O)N2CCC(C(=O)NC3CC(C)(C)NC(C)(C)C3)CC2)cc1C,4%
COc1cccc(-c2nc(NC(C)C)c3ccccc3n2)c1O,-1%
CC(C)Oc1ccc(-c2noc(Cn3cnc4c(oc5ccccc54)c3=O)n2)cc1,-2%
CC(=O)OC(COC1CC2CCC1(C)C2(C)C)C[N+]1(C)CCCCC1 (stereo unspecified),-9%
CCc1ccc(NC(=O)C(NS(=O)(=O)c2cccc3nsnc23)c2ccccc2)cc1 (stereo unspecified),-24%
Cc1ccc(NC(=O)CN2C(=O)C(C)(C)c3ccccc32)cc1,-16%
CC(SC(C)c1ccc(Cl)cc1)C(=O)NC(N)=O (stereo unspecified),19%
Nc1cccc2[nH]ncc12,-61%
CC(c1cccc(C(F)(F)F)c1)N(Cc1nc2ccccc2o1)C1CC1 (stereo unspecified),23%
CC(C)S(=O)(=O)N1CCC(c2nnc3n2CCNC3)CC1,?
CCCN1C(=O)/C(=C/c2ccc(OCc3ccc(C(=O)O)cc3)c(OC)c2)NC1=S,-24%
CCCC1CCC(c2ccc(-c3ccc4c(n3)CCC(CCC)C4)cc2)CC1 (stereo unspecified),3%
COc1ccc(C2C(C(N)=O)=C(C)Nc3nc(CCCO)nn32)c(OC)c1 (stereo unspecified),?
Cc1ccc(C(=O)N2CCOc3ccc(CN4CCc5ccccc5C4)cc3C2)cn1,-5%
Cc1ccccc1C(=O)NC(C)c1ccc2c(c1)OCO2 (stereo unspecified),13%
CCN(CC)S(=O)(=O)c1cc(C(=O)Nc2cc3c(cc2C#N)OCO3)ccc1OC,19%
COc1cccc(CN[C@@H]2CCC[C@@H](C(=O)NCc3cc(C)on3)CC(=O)N(C)C2)c1,-18%[86.2 µM]
CN(C)CCn1c(=O)n(CC(=O)O)c(=O)c2c3c(sc21)COC(C)(C)C3,2%
Cc1ccc(C(=O)NCC(=O)O)cc1C,17%
CC(=O)Nc1ccc(CN2CC[C@H](c3nnc(C)o3)C2)cc1,-14%[86.2 µM]
O=C(Nc1ccccc1)N1CCCC1c1ccc(Cl)cc1 (stereo unspecified),10%
Cc1nc(N2CCC(NC(=O)c3cccs3)CC2)cc(C(F)(F)F)n1,-6%
NC(=O)c1ccccc1OCc1coc(-c2cccc(F)c2)n1,-1%
CN1CC(=O)N(C2CCCNC2)Cc2c(NCCOc3ccccc3)ncnc21 (stereo unspecified),45µM*
CCOC(=O)c1[nH]c(C)c(C(=O)Nc2ccc(Br)c(C)c2)c1C,9%
SMILES,KDM5B inh
COc1ccc(CN2C(=Nc3ccc(Cl)cc3)S[C@H]3[C@@H]2[C@@H](O)[C@H](O)C[C@@H]3C(N)=O)cc1,?
COc1ccc(C(=O)CSc2nnc3ccc(-c4ccccn4)nn23)cc1,?
CC(C)Cc1cc(C[C@@H]2C[C@H](NC(=O)NC(C)C)C2(C)C)no1,3%[86.2 µM]
CCN(CC)S(=O)(=O)c1ccc(C(C)NC(=O)c2nn(C)c(=O)c3ccccc23)cc1 (stereo unspecified),14%
O=C1NCc2ccccc2CC12CCN(Cc1c(F)cccc1F)CC2,24%[149 µM]
O=[N+]([O-])c1ccc(N2CCN(c3ccccc3F)CC2)nc1,6%
O=C(NCCN1CCN(c2ccccc2F)CC1)C1COc2ccccc2C1 (stereo unspecified),-7%
CCOc1ccc(C(c2c(C)[nH]n(-c3ccccc3)c2=O)c2c(C)[nH]n(-c3ccccc3)c2=O)cc1OC,?
COc1ccc(-c2ccc(CCC(=O)O)n2NC(N)=O)cc1,?
COc1ccc(CCNC(=O)c2ccc3c(c2)CCN3S(=O)(=O)c2ccccc2)cc1OC,-15%
COc1cc(S(=O)(=O)N2CCOCC2)cc(C(=O)NCC(c2cccs2)N2CCOCC2)c1OC (stereo unspecified),-8%
COCCOC1CCN(C(C(=O)O)c2cc(C)c(OC)c(C)c2)CC1 (stereo unspecified),17%
COC(=O)C1CCCN1S(=O)(=O)c1cc(Cl)ccc1Cl (stereo unspecified),-10%
COC[C@@H]1CN(Cc2c(C)noc2C)C[C@H]1C(=O)NC1CC1,-8%
Cc1ccc(C(=O)N[C@@H]2CN(c3ncccn3)C[C@H]2CO)cn1,?
CC(C)CCNC(=O)[C@@H](c1ccccc1)N1Cc2ccccc2C1=O,?
CC(C(=O)NC1CCCC1)N(C)Cc1ccc(C(F)(F)F)cc1 (stereo unspecified),0%
N[C@@H](Cc1cnc[nH]1)C(=O)N1CCC2(CC1)Nc1ccccc1NC2=O,-11%
COC(=O)c1cccc(NC(=O)NCC2CCN(CCc3ccc(F)cc3)CC2)c1,-25%
O=C(Cn1cccc(C(F)(F)F)c1=O)c1ccc(Cl)cc1,21%
Cc1oc(-c2nc(C#N)c(NC(C)C)o2)cc1S(=O)(=O)N(C)Cc1ccccc1,?
CCN(CC)C(=O)C1=CC(c2ccc3c(c2)OCO3)=NS(=O)(=O)N1C,-24%
CCOC(=O)C(NC(=O)c1ccc(F)cc1)c1c(C)nn(-c2ccc(F)cc2)c1C (stereo unspecified),-16%
CCOc1ccccc1NC(=O)c1nnn(-c2cccc(C(F)(F)F)c2)c1N,5%
COCCn1c(=O)c2c(nc(-n3nc(C)c(C)c3C)n2Cc2cccc(C)c2)n(C)c1=O,15%

# Exported with tabs: entries from further up
compound	KDM5B inh
CC(C(=O)NC1CCCC1)N(C)Cc1ccc(C(F)(F)F)cc1 (stereo unspecified)	0%
COc1ccc(C(=O)CSc2nnc3ccc(-c4ccccn4)nn23)cc1	?
CC(C)CCNC(=O)[C@@H](c1ccccc1)N1Cc2ccccc2C1=O	?

# Next part.
SMILES,KDM5B inh
CCCCCn1c(-c2cccc(OC)c2)nc2c1c(=O)[nH]c(=O)n2CCCC,6%
COc1ccc(N2CCN(C(=O)c3nn(-c4ccc(C)cc4)c(=O)n(C)c3=O)CC2)cc1,?
Cc1ncoc1C(=O)NCC1Cn2cccc2C(=O)N1C (stereo unspecified),13%
COc1cc(NC(=O)N[C@H]2CO[C@H]3[C@@H]2OC[C@@H]3Nc2nccc(-c3ccc(-c4ccccc4)cc3)n2)cc(OC)c1,47%
COCCOc1ccc2c(n1)CCN(C(=O)c1ccc(OC)cc1OC)C2,-18%
COC(=O)[C@H](C)NC(=O)NCc1ccccc1,15%
CC(=O)CSc1cc(C)nc2c(-c3ccccc3)c(C)nn12,?
CCc1cc(=O)oc2c(C)c(OCC(=O)NCCN3CCOCC3)ccc12,101%[activator]
COc1cccc(CSc2nc3ccccc3c3nc(CCn4c(C)nc5ccccc54)nn23)c1,5%
CCn1c2c(c(=O)n3ncc(C(=O)N4CCN(c5ccccc5)CC4)c13)CN(Cc1ccc(OC)cc1)CC2,?
CN(c1ncnc2scc(-c3ccc(F)cc3)c12)C1CCCCC1,17%
CCN(C(=O)c1cccs1)c1ccccc1,-4%
COc1ccc(C(=O)N2CCC(c3nc(C4CCOCC4)no3)CC2)cn1,-3%
CCNC(=O)COC(=O)c1cc(-c2ccc(C)o2)nc2ccccc12,?
CC1(C(=O)NCc2cccc3ccccc23)CCOCC1,2%[149 µM]

# Records above marked active in KDM5B inh:
SMILES,KDM5B inh
CC(C)c1ccc(C(O)Cn2ccn3nc(-c4ccc(F)cc4)cc3c2=O)cc1 (stereo unspecified),25µM*
CN1CC(=O)N(C2CCCNC2)Cc2c(NCCOc3ccccc3)ncnc21 (stereo unspecified),45µM*
